Screening data deposited in PubChem BioAssay by Sanford-Burnham Center for Chemical Genomics.
Hep lipid drop = inhibitors of hepatocyte lipid droplet formation, primary screen, imaging, high-throughput imaging, BODIPY stain. AML12 mouse hepatocytes, oleate lipid droplets. inhibition, % at 6.5 µM. 240,000 compounds, 0.4% hits. AID 1656, 2009;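 active = lipid droplet intensity inhibited by at least 50%, with more than 500 cells counted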
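Material – AML12 mouse liver cells · Also added – oleate loading, 100 µM · Compound dosing – 6.5 µM single-point dosing · Times – overnight treatment with compound plus oleate · Measured by – fluorescence imaging, 20x objective, two fields per well · Read-out – percent inhibition of filter-corrected integrated lipid droplet intensity per well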
Hep lipid drop cells 6.5 µM = further read-out of Hep lipid drop, marked with its call; cell count; measured here: cell count, cytotoxicity flag;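 cells counted across two imaged fields per well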
* hit, by the source's call.

CC(C)[C@H](NC(=O)[C@@H]1CSC2c3ccccc3C(=O)N21)C(=O)NC1CCCCC1 (stereo not given in full) was read as Hep lipid drop 0.7 and Hep lipid drop cells 6.5 µM 731.
For CCC(CC)C1=NN2C(=N)/C(=C/c3ccc(OC(=O)c4ccco4)cc3)C(=O)N=C2S1 the results were Hep lipid drop -7.3 and Hep lipid drop cells 6.5 µM 705.
Screening CCCCN1C(=O)C(C)=C(C)C1OCCc1ccc(OC)c(OC)c1 (stereo not given) returned Hep lipid drop -0.3 and Hep lipid drop cells 6.5 µM 767.
Screening O=C(Nc1ccc(N2CCOCC2)cc1)c1ccc(Br)o1 returned Hep lipid drop -3.4 and Hep lipid drop cells 6.5 µM 799.
COc1ccc(CCN2CC(C(=O)NCCc3ccccc3C(F)(F)F)CCC2=O)cc1 (stereo not given) was read as Hep lipid drop 3.7 and Hep lipid drop cells 6.5 µM 709.
`COc1cccc(OCc2cc(C(=O)N3CCCC3c3ccccn3)no2)c1` (stereo not given) gave Hep lipid drop -9.4 and Hep lipid drop cells 6.5 µM 678.
CC(=O)Oc1ccc(-c2cccc(C(=O)N3CCCCC3)c2)cc1 was read as Hep lipid drop -12.5 and Hep lipid drop cells 6.5 µM 792.
NS(=O)(=O)c1ccc(NC(=O)CCC(=O)N2CCOCC2)cc1 was read as Hep lipid drop -3.9 and Hep lipid drop cells 6.5 µM 749.
Screening COc1cccc(NC(=O)c2nc(S(C)(=O)=O)ncc2Cl)c1 returned Hep lipid drop -3.6 and Hep lipid drop cells 6.5 µM 693.
`COc1ccccc1CNC(=O)C12CC3CC(CC(C3)C1)C2` gave Hep lipid drop 9.1 and Hep lipid drop cells 6.5 µM 827.
Screening COc1ccc(Cl)cc1C(=O)NNC(=S)NC(=O)c1ccc(F)c(F)c1 returned Hep lipid drop 9.2 and Hep lipid drop cells 6.5 µM 426.
`O=S(=O)(NCc1ccccc1Cl)c1ccc(-n2cccn2)cc1` gave Hep lipid drop -0.7 and Hep lipid drop cells 6.5 µM 660.
O=S(=O)(Nc1ccc(Cl)cc1)c1cccc2cccnc12 was read as Hep lipid drop -4.2 and Hep lipid drop cells 6.5 µM 790.
For O=C(NC1CCCN(Cc2ccc(Cl)cc2)C1)c1cnc2ccccn2c1=O (stereo not given) the results were Hep lipid drop -10.9 and Hep lipid drop cells 6.5 µM 799.
COc1ccccc1C(=O)N/C(=C/c1ccc2c(c1)OCO2)C(=O)Nc1ccc(C(=O)O)cc1 was read as Hep lipid drop -6.1 and Hep lipid drop cells 6.5 µM 779.
Screening Clc1cccc(CN2CCCCCC2)c1 returned Hep lipid drop 0.8 and Hep lipid drop cells 6.5 µM 787.
COc1cc(NC(=O)c2sc3ncn(CC(=O)N4CCCC(C)C4)c(=O)c3c2C)cc(OC)c1OC (stereo not given) was read as Hep lipid drop -7.0 and Hep lipid drop cells 6.5 µM 695.
COc1ccc(N2CCOCC2)c(NC(=O)c2cccs2)c1 was read as Hep lipid drop -3.3 and Hep lipid drop cells 6.5 µM 825.
`COc1ccc(Br)cc1/C=C/c1ccc2cccc(O)c2n1` gave Hep lipid drop -9.1 and Hep lipid drop cells 6.5 µM 818.
For CCn1cc([N+](=O)[O-])c(=O)c2cc(F)c(N3CCOCC3)cc21 the results were Hep lipid drop -11.8 and Hep lipid drop cells 6.5 µM 860.
Screening CCOC(=O)Cn1c(=O)oc2cc(S(=O)(=O)N3CCCC(C)C3)ccc21 (stereo not given) returned Hep lipid drop 15.8 and Hep lipid drop cells 6.5 µM 764.
NC(=O)Cn1cc(/C=N\NS(=O)(=O)c2ccccc2)c2ccccc21 was read as Hep lipid drop 3.4 and Hep lipid drop cells 6.5 µM 870.
Screening CCC(Cc1ccccc1)NS(=O)(=O)c1c(C)nc2sccn2c1=O (stereo not given) returned Hep lipid drop 10.2 and Hep lipid drop cells 6.5 µM 764.
C=CCN1C(=O)C2(OCCO2)c2cc(C)ccc21 was read as Hep lipid drop 8.4 and Hep lipid drop cells 6.5 µM 419.
For O=C(CBr)c1ccc([N+](=O)[O-])c(CS(=O)(=O)c2ccc(Cl)cc2)c1 the results were Hep lipid drop -4.1 and Hep lipid drop cells 6.5 µM 396.
CCCc1cc(=O)oc2cc(C)cc(OCC(=O)Nc3ccc(S(N)(=O)=O)cc3)c12 was read as Hep lipid drop 10.6 and Hep lipid drop cells 6.5 µM 711.
CC(C)NC(=O)c1ccc(COc2ccc(C(C)(C)C)cc2)o1 was read as Hep lipid drop 2.8 and Hep lipid drop cells 6.5 µM 391.
For CC(C)[C@H](NC(=O)[C@@H]1Cc2ccccc2CN1C(=O)OC(C)(C)C)C(=O)NC1CCCC1 the results were Hep lipid drop -1.7 and Hep lipid drop cells 6.5 µM 646.
For CCc1ccc(CNC(=O)CCCC(=O)n2nc(C)c3ccccc32)cc1 the results were Hep lipid drop 5.9 and Hep lipid drop cells 6.5 µM 757.
OCc1cccc(Nc2ncnc3sc4c(c23)CCCCC4)c1 was read as Hep lipid drop -1.1 and Hep lipid drop cells 6.5 µM 753.
`O=C(CN1C(=O)/C(=C/c2ccccc2F)Sc2ccccc21)NCC1CCCO1` (stereo not given) gave Hep lipid drop -4.6 and Hep lipid drop cells 6.5 µM 704.
CCOc1ccc(S(=O)(=O)N(CC(=O)NC2CCCC2)c2ccc(F)cc2)cc1 was read as Hep lipid drop 5.6 and Hep lipid drop cells 6.5 µM 725.
For COc1ccc(Nc2cc3n(c(=O)n2)CCc2cc(OC)c(OC)cc2-3)c(C)c1 the results were Hep lipid drop -5.0 and Hep lipid drop cells 6.5 µM 842.
Screening CCOC(=O)c1ccccc1NC(=O)COC(=O)CN1C(=O)NC2(CCCC2)C1=O returned Hep lipid drop -0.4 and Hep lipid drop cells 6.5 µM 839.
Cc1cc2c(cc1S(=O)(=O)N1CCN(c3ccc(Cl)cc3)CC1)OCCN2C was read as Hep lipid drop -18.3 and Hep lipid drop cells 6.5 µM 735.
Screening O=C(c1cccc(Cl)c1)C1CCCN(C(=O)c2ccc3c(c2)OCO3)C1 (stereo not given) returned Hep lipid drop -14.6 and Hep lipid drop cells 6.5 µM 677.
COc1ccc(-c2nnc(SCC(=O)NCCC(C)C)nc2-c2ccc(OC)c(OC)c2)cc1OC was read as Hep lipid drop 3.3 and Hep lipid drop cells 6.5 µM 805.
Screening O=c1[nH]c2ccc(NCc3ccc(F)cc3)cc2[nH]1 returned Hep lipid drop 0.0 and Hep lipid drop cells 6.5 µM 796.
For Cc1ccc(N(CC(=O)NC2CCCCC2C)S(=O)(=O)c2c(C)noc2C)cc1 (stereo not given) the results were Hep lipid drop -6.5 and Hep lipid drop cells 6.5 µM 707.
O=C(O)CCC(=O)N1N=C(c2ccccc2)CC1c1ccc2c(c1)OCO2 (stereo not given) was read as Hep lipid drop 1.0 and Hep lipid drop cells 6.5 µM 804.
CC(C)C1=CC(=Nc2ccc(S(N)(=O)=O)cc2)C=C(C(C)C)C1=O was read as Hep lipid drop 17.1 and Hep lipid drop cells 6.5 µM 806.
`Cc1nc2c3ccccc3nc(NNC(=O)CCC(=O)NCCN3CCN(c4ccccc4F)CC3)n2n1` gave Hep lipid drop -16.6 and Hep lipid drop cells 6.5 µM 720.
O=C1CCN(Cc2ccc([N+](=O)[O-])cc2)CCN1[C@H](CO)c1ccccc1 was read as Hep lipid drop 5.3 and Hep lipid drop cells 6.5 µM 798.
COc1ccc2ccccc2c1/C=N/Nc1cccc(C(=O)O)c1 was read as Hep lipid drop 17.2 and Hep lipid drop cells 6.5 µM 828.
Screening CCOC(=O)COc1coc(CN2CCN(c3ccc(F)cc3)CC2)cc1=O returned Hep lipid drop 10.6 and Hep lipid drop cells 6.5 µM 704.
For Brc1ccccc1CN1CCC(Cc2ccccc2)CC1 the results were Hep lipid drop -2.5 and Hep lipid drop cells 6.5 µM 784.
For O=C(Nc1ccc(Br)cc1C(=O)O)c1ccc2c(c1)C(=O)N(Cc1ccccc1)C2=O the results were Hep lipid drop -6.7 and Hep lipid drop cells 6.5 µM 679.
CC(C)CC1NC(C(=O)O)Cc2c1[nH]c1ccccc21 (stereo not given) was read as Hep lipid drop -6.4 and Hep lipid drop cells 6.5 µM 810.
CC(=O)c1cccc(CN2CCCC(C(=O)Nc3ccc(-c4ccco4)cc3)C2)c1 (stereo not given) was read as Hep lipid drop -6.7 and Hep lipid drop cells 6.5 µM 779.
`Cc1cc2c(cc1S(=O)(=O)NCc1ccccc1Cl)OCCN2C` gave Hep lipid drop 5.8 and Hep lipid drop cells 6.5 µM 754.
`COc1cccc(C(C)NC(=O)Cc2cccs2)c1` (stereo not given) gave Hep lipid drop 6.9 and Hep lipid drop cells 6.5 µM 857.
For Cc1cc(C)cc(-n2ncc3c2CCCC3NC(=O)C2CCC2)c1 (stereo not given) the results were Hep lipid drop 16.2 and Hep lipid drop cells 6.5 µM 592.
O=S(=O)(NCc1nc(-c2ccccc2)no1)c1ccc(F)cc1 was read as Hep lipid drop -1.5 and Hep lipid drop cells 6.5 µM 713.
`CCOc1ccccc1C(=O)Nc1cc(C)ccc1NC(=O)c1ccco1` gave Hep lipid drop -22.1 and Hep lipid drop cells 6.5 µM 679.
For COc1cccc(OCCNC(=O)c2ccc(C)cc2)c1 the results were Hep lipid drop -6.8 and Hep lipid drop cells 6.5 µM 800.
For CC(NC(=O)c1ccco1)c1nc(-c2ccccc2Cl)no1 (stereo not given) the results were Hep lipid drop -8.0 and Hep lipid drop cells 6.5 µM 817.
`Cc1oc(-c2ccc(Cl)cc2)nc1CS(=O)CC(=O)NCc1ccccc1` (stereo not given) gave Hep lipid drop -8.9 and Hep lipid drop cells 6.5 µM 633.
Cc1ncc(CO)c(/C=N/Nc2cccc(Cl)n2)c1O was read as Hep lipid drop -16.2 and Hep lipid drop cells 6.5 µM 845.
`COc1ccc(OCC(=O)Nc2ccc3c(c2)nc(CCN2CCC(C)CC2)n3C)cc1` gave Hep lipid drop -5.9 and Hep lipid drop cells 6.5 µM 668.
CCc1nc2ccc(C(=O)NCCCN3CCN(c4ccc(F)cc4)CC3)cc2nc1CC was read as Hep lipid drop 6.7 and Hep lipid drop cells 6.5 µM 821.
Screening COc1cccc(/C=N/n2c(COc3ccccc3)n[nH]c2=S)c1OC returned Hep lipid drop -9.0 and Hep lipid drop cells 6.5 µM 820.
`CCC(C)C(=O)Nc1nnc(SCC(=O)NC2CCCCC2)s1` (stereo not given) gave Hep lipid drop -17.5 and Hep lipid drop cells 6.5 µM 791.
For COc1ccc(C2SCC(=O)N2c2ccc(C)cc2)cc1 (stereo not given) the results were Hep lipid drop -6.3 and Hep lipid drop cells 6.5 µM 783.
Cc1ccc(C(=O)C2=C(O)C(=O)N(Cc3ccco3)C2c2cccc(Br)c2)o1 (stereo not given) was read as Hep lipid drop 18.4 and Hep lipid drop cells 6.5 µM 849.
Screening O=C(Nc1ccnn1C1CCN(Cc2cccc(OCCO)c2)CC1)C1CC1 returned Hep lipid drop -2.0 and Hep lipid drop cells 6.5 µM 740.
O=C(CN1C(=O)CSc2ncccc21)Nc1ccccc1F was read as Hep lipid drop 4.7 and Hep lipid drop cells 6.5 µM 741.
`CCCN(CC(=O)Nc1ccccc1OC)C(C)C(=O)NC(C)CCc1ccccc1` (stereo not given) gave Hep lipid drop -27.8 and Hep lipid drop cells 6.5 µM 680.
For COC(=O)c1ccc(NC(=O)C2CCCN2C(=O)OCc2ccccc2)cc1 (stereo not given) the results were Hep lipid drop 2.0 and Hep lipid drop cells 6.5 µM 706.
`CC1CCCC(N2CCN(C(=O)c3ccccc3F)CC2)C1` (stereo not given) gave Hep lipid drop 2.7 and Hep lipid drop cells 6.5 µM 795.
O=C(c1cc(Cl)ccc1Cl)N1CCN(Cc2ccccc2)CC1 was read as Hep lipid drop -2.8 and Hep lipid drop cells 6.5 µM 772.
Screening CN(C(=O)CN1C(=O)/C(=C/c2ccccc2Cl)SC1=S)C1CCS(=O)(=O)C1 (stereo not given) returned Hep lipid drop 11.6 and Hep lipid drop cells 6.5 µM 672.
Cc1ccc(-n2nnnc2CS(=O)(=O)c2ccccc2)c(C)c1 was read as Hep lipid drop -8.1 and Hep lipid drop cells 6.5 µM 851.
`CC(=O)c1ccc(N(CC(=O)NC2CCCCC2)C(=O)c2csnn2)cc1` gave Hep lipid drop 5.7 and Hep lipid drop cells 6.5 µM 774.
`Cc1nn(-c2ccc(N3CCOCC3)nn2)c(C)c1CCC(=O)N1CCN(C)CC1` gave Hep lipid drop 6.2 and Hep lipid drop cells 6.5 µM 724.

Molecules shown so far that have a furan ring, fused or not, in the order listed:
For CCC(CC)C1=NN2C(=N)/C(=C/c3ccc(OC(=O)c4ccco4)cc3)C(=O)N=C2S1 the results were Hep lipid drop -7.3 and Hep lipid drop cells 6.5 µM 705.
Screening O=C(Nc1ccc(N2CCOCC2)cc1)c1ccc(Br)o1 returned Hep lipid drop -3.4 and Hep lipid drop cells 6.5 µM 799.
CC(C)NC(=O)c1ccc(COc2ccc(C(C)(C)C)cc2)o1 was read as Hep lipid drop 2.8 and Hep lipid drop cells 6.5 µM 391.
CC(=O)c1cccc(CN2CCCC(C(=O)Nc3ccc(-c4ccco4)cc3)C2)c1 (stereo not given) was read as Hep lipid drop -6.7 and Hep lipid drop cells 6.5 µM 779.
`CCOc1ccccc1C(=O)Nc1cc(C)ccc1NC(=O)c1ccco1` gave Hep lipid drop -22.1 and Hep lipid drop cells 6.5 µM 679.
For CC(NC(=O)c1ccco1)c1nc(-c2ccccc2Cl)no1 (stereo not given) the results were Hep lipid drop -8.0 and Hep lipid drop cells 6.5 µM 817.
Cc1ccc(C(=O)C2=C(O)C(=O)N(Cc3ccco3)C2c2cccc(Br)c2)o1 (stereo not given) was read as Hep lipid drop 18.4 and Hep lipid drop cells 6.5 µM 849.

Only part of the results is shown; rates above refer to the full screens.
